Granule exo inh = blocks lytic granule exocytosis | TALL-104 LAMP-1 surface exposure, flow cytometry; cells stimulated with thapsigargin and PMA | inhibition, % at 10 µM | actives 0.66% (n = 360,000) | AID 651702;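 active means inhibition above about 55%, limit read from the data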
NCOA2 inhibitor = inhibits human steroid receptor coactivator 2; Q15596; HEK293 GAL4-SRC2 luciferase reporter, luminescence; inhibition, % at 9 µM; actives 0.17% (n = 370,000); AID 651957;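 active means inhibition above the mean inhibition of all tested compounds plus 3 SD, set per campaign, cut at about 52% in these data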;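 further: 0% = DMSO treated cells and 100% = cells given Gossypol at 36 µM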
NR2F2 inh = inhibitors of human COUP-TFII (NR2F2). P24468. HEK293T NGFI-A luciferase reporter, luminescence. inhibition, % at 8.6 µM. actives 0.7% (n = 370,000). AID 686940;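 active means inhibition above a per-plate cutoff, mean inhibition of test wells between control levels plus 3 SD, cut at about 38% in these data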;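 further: cells cotransfected with COUP-TFII expression vector driving the NGFI-A reporter; 0% = median of COUP-TF2 test wells and 100% = reporter-only cells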
TLR9-MyD88 inh = inhibitors of human TLR9-MyD88 binding. Q9NR96+Q99836. CHO BLA complementation TLR9-MyD88, CCF4 FRET ratio. inhibition, % at 4.98 µM. actives 0.21% (n = 340,000). AID 504734;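 active means inhibition above the mean over all tested compounds plus 3 SD, cut at about 21% in these data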;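 further: 0% = DMSO only wells and 100% = clavulanate BLA inhibitor control wells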
TROY NFkB inh = TROY signaling inhibition. Q293 LMP1-TROYcd NF-kB luciferase reporter, 4 h. inhibition, % at 10 µM. actives 0.98% (n = 360,000). AID 1347056;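 active means compounds whose plate-normalised and pattern-corrected inhibition of the luciferase reporter signal at the single screening dose is 50% or more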
NOD2-RIPK2 inh = blocks binding of human NOD2 to RIPK2. O43353. CHO BLA complementation NOD2-RIPK2, CCF4 ratio. inhibition, % at 4.98 µM. actives 0.38% (n = 360,000). AID 624267; in the data active means inhibition above about 21%;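 further: 0% = vehicle only and 100% = reference blocker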
ABHD5-PLIN5 inh = ABHD5-PLIN5 protein interaction inhibition | inhibition, % at 4 µM | AID 602281 | Split G. princeps luciferase complementation, luminescence, 4 h | actives 0.78% (n = 360,000);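 active means inhibition above the mean inhibition across every tested compound plus 3 SD, cut at about 22% in these data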;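 further: 0% = DMSO only wells and the 100% control is not disclosed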
TWEAK Fn14 block = inhibitors of TWEAK-Fn14 interaction signaling; TWEAK-stimulated Fn14 reporter cells, luciferase luminescence, 8 h; inhibition, % at 10 µM; actives 2% (n = 360,000); AID 1159606; in the data active means inhibition above about 50%
SRC1 inh = inhibits human SRC1 coactivator | Q15788 | HEK293 GAL4-SRC1 luciferase reporter, luminescence | inhibition, % at 3.6 µM | actives 0.12% (n = 360,000) | AID 588354;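 active means inhibition above the campaign mean plus 3 SD, with each screening campaign given its own cutoff, cut at about 60% in these data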;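 further: 0% = DMSO treated cells and 100% = gossypol at 36 µM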
LRH-1 inv ag = NR5A2 inverse agonism in reporter assay. O00482. HEK293T StAR-luciferase reporter, LRH-1 transfected, 24 h. inhibition, % at 3.6 µM. actives 0.13% (n = 360,000). AID 602396;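 active means inhibition above the mean inhibition of all tested compounds plus 3 SD, cut at about 73% in these data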;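 further: 0% = DMSO wells and 100% = reporter-only cells lacking LRH-1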
SRC3 inh = human NCOA3 inhibition; HEK293 GAL4-SRC3 luciferase reporter, luminescence; inhibition, % at 3.6 µM; actives 0.17% (n = 360,000);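 active means inhibition above a per-campaign cutoff, the mean of all compounds plus 3 SD, cut at about 60% in these data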;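 further: 0% = DMSO-treated cells and 100% = gossypol-treated cells at 36 µM; higher means less SRC3-driven luciferase light from the GAL4 reporter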
Target sequence (Q9Y6Q9 whole entry, looked up, the tested form may be a part): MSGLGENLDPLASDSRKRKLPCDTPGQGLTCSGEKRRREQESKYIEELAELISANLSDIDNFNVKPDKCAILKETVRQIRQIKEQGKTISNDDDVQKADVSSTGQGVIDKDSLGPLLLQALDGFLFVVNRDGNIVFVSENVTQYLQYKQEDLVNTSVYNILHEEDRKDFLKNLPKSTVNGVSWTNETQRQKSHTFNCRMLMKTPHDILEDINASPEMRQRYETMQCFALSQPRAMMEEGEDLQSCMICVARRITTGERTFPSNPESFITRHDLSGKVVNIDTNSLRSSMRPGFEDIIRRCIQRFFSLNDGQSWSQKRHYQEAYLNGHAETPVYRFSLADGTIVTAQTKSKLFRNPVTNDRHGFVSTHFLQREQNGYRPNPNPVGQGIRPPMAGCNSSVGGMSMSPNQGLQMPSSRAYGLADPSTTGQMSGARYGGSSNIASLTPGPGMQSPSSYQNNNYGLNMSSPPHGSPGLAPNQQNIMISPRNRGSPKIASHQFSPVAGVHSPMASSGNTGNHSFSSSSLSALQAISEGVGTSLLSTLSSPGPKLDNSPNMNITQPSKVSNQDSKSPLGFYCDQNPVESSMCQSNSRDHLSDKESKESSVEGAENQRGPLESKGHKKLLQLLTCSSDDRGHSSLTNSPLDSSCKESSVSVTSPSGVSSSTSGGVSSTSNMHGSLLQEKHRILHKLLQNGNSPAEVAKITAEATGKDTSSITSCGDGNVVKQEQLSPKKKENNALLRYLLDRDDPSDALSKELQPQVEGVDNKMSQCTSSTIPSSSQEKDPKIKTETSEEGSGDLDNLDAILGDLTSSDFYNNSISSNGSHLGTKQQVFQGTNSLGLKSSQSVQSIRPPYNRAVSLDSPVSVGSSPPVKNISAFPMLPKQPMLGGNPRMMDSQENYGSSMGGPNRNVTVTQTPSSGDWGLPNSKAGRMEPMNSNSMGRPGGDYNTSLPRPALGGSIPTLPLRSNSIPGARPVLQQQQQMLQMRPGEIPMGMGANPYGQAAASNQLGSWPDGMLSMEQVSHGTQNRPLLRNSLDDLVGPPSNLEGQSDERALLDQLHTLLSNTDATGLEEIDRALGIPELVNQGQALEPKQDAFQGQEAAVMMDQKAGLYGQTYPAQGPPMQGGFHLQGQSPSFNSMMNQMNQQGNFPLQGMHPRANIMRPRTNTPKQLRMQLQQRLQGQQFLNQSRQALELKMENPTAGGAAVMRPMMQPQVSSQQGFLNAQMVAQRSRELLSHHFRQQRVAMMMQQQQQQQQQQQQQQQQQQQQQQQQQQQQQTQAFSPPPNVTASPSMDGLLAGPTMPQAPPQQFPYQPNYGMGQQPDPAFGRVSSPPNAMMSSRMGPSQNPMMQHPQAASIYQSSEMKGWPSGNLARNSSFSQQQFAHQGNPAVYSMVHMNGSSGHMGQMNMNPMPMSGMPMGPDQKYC
Numbers without * were called inactive. The list is partial, so the mix of outcomes need not match the whole.

SMILES	Granule exo inh	NCOA2 inhibitor	NR2F2 inh	TLR9-MyD88 inh	TROY NFkB inh	NOD2-RIPK2 inh	ABHD5-PLIN5 inh	TWEAK Fn14 block	SRC1 inh	LRH-1 inv ag	SRC3 inh
CCOC(=O)c1c(NC(=O)c2ccc(S(=O)(=O)N(C)CC3CCCO3)cc2)sc2c1CC(C)(C)NC2(C)C (stereo not given)	55	-18	17	-3	-8	8	-1	-9	-9	3	4
COC(=O)NNC(=S)NCc1ccccc1	2	2	10	-1	-1	-2	-4	6	-9	3	8
COc1cc(C2c3c(oc4ccccc4c3=O)C(=O)N2CCN2CCOCC2)cc(OC)c1OC (stereo not given)	4	-5	2	5	-2	-3	5	17	-14	-2	-9
CN(C(=O)CSc1nnc(-c2ccccc2F)o1)c1ccccc1	4	-19	-26	-1	-49	-3	1	-4	-42	-48	-12
COc1cccc(CC(=O)NC2CCCN(Cc3ccccc3F)C2)c1 (stereo not given)	6	12	0	-5	-8	-7	-11	-8	-2	9	-23
CCc1noc(C)c1C(=O)Nc1ncc(C)s1	10	6	-5	-2	-30	-5	4	-11	-13	-25	-2
O=C(NCC1CCCO1)c1cc([N+](=O)[O-])ccc1Cl (stereo not given)	-7	-12	-4	4	5	-4	1	-2	3	3	-1
O=C(CSc1nnc(Cc2cc(=O)[nH]c(=O)[nH]2)n1-c1ccccc1)N1CCCCC1	-2	-12	4	10	-10	-1	-2	1	-7	8	-4
CCCCCC(=O)NNC1CC(=O)N(c2cccc(OCC)c2)C1=O (stereo not given)	1	17	-1	2	-11	0	1	17	2	-3	6
Cc1cccc(N2CCN(C(=O)COc3ccc4ccc(=O)oc4c3)CC2)c1C	-1	-34	9	1	22	5	1	-3	-10	-8	-31
COc1ccc(-c2cc([C@H]3[C@H]4C=CC[C@@H](C)[C@@H]4C(=O)N3Cc3ccccc3)ccc2F)cc1	57*	-2	12	-8	-6	-9	-3	-10	11	13	-20
COc1ccc(OC)c(NC(=O)c2nnn(Cc3ccccc3C)c2N)c1	0	-13	3	1	7	4	-3	-5	6	47	34
Cc1cc(/C=C2/C(=O)N(C)C(=S)N2C)c(C)n1C1CC1	-2	-9	1	-1	4	-3	-1	-14	-86	-29	-58
Cn1c(-c2ccc(C(F)(F)F)cc2)cc2onc(-c3ccccc3)c2c1=O	-4	-40	-27	0	70*	-1	-1	51*	-53	-64	-36
CC(C)(C(=O)O)n1cncn1	3	-12	-32	-4	22	1	0	10	-24	-12	-2
COc1cc(CCC(=O)Oc2ccc(C(C)=O)cc2)cc(OC)c1OC	0	8	4	0	21	1	-1	5	-14	9	7
O=C(CN(c1cccc(Cl)c1)S(=O)(=O)c1ccc(Cl)cc1)N1CCc2ccccc2C1	-4	-26	-6	-4	10	3	-11	24	3	14	-3
O=C(O)/C=C/C(=O)NCCc1cccc(Cl)c1	-5	3	1	4	-22	-4	5	-19	16	0	13
COc1ccc(NC(=O)N(C)C[C@H]2Oc3c(NS(=O)(=O)c4ccc(F)cc4)cccc3C(=O)N([C@H](C)CO)C[C@@H]2C)cc1	-9	-7	-2	2	-3	1	3	-5	-7	-13	12
CCOc1ncccc1C(=O)OC(C)C(=O)Nc1ccc(N2CCOCC2)cc1 (stereo not given)	4	-15	1	2	0	-13	-2	-6	-6	10	-1

Ordered by SMILES length (low to high): four of the compounds above
SMILES	Granule exo inh	NCOA2 inhibitor	NR2F2 inh	TLR9-MyD88 inh	TROY NFkB inh	NOD2-RIPK2 inh	ABHD5-PLIN5 inh	TWEAK Fn14 block	SRC1 inh	LRH-1 inv ag	SRC3 inh
O=C(O)/C=C/C(=O)NCCc1cccc(Cl)c1	-5	3	1	4	-22	-4	5	-19	16	0	13
CCCCCC(=O)NNC1CC(=O)N(c2cccc(OCC)c2)C1=O (stereo not given)	1	17	-1	2	-11	0	1	17	2	-3	6
COc1ccc(-c2cc([C@H]3[C@H]4C=CC[C@@H](C)[C@@H]4C(=O)N3Cc3ccccc3)ccc2F)cc1	57*	-2	12	-8	-6	-9	-3	-10	11	13	-20
COc1ccc(NC(=O)N(C)C[C@H]2Oc3c(NS(=O)(=O)c4ccc(F)cc4)cccc3C(=O)N([C@H](C)CO)C[C@@H]2C)cc1	-9	-7	-2	2	-3	1	3	-5	-7	-13	12

More compounds:
SMILES	Granule exo inh	NCOA2 inhibitor	NR2F2 inh	TLR9-MyD88 inh	TROY NFkB inh	NOD2-RIPK2 inh	ABHD5-PLIN5 inh	TWEAK Fn14 block	SRC1 inh	LRH-1 inv ag	SRC3 inh
c1ccc(-c2csc3ncnc(NCc4ccccn4)c23)cc1	23	34	21	-5	-14	5	-3	65*	-38	16	16
COc1ccc(C(=O)/C=C/C(=O)N(CC(=O)NC2CCCCC2)Cc2ccccc2OC)c(O)c1	41	7	1	8	91*	0	3	91*	-15	-11	10
COC(=O)c1[nH]c2ccccc2c1NC(=O)c1ccccc1[N+](=O)[O-]	-3	-19	1	8	11	4	5	-16	-7	-11	-2
COc1ccccc1N1CCN(CCN(C(=O)c2ccc(F)cc2)c2ccccn2)CC1	-4	18	8	-1	1	-2	1	1	7	11	5
Cn1c(=O)n(C)c2cc(C(=O)Nc3ccc4c(c3)OCO4)ccc21	0	-174	-21	4	-39	-3	-2	-5	-71	-31	-111
CCOC(=O)Cn1ccc(O)c(Cc2ccc(Cl)cc2Cl)c1=O	-1	-8	4	-12	11	2	0	-2	-17	-23	-11
COc1ccc(NC(=O)CSc2nnc(-c3ccncc3)o2)c(OC)c1	2	8	-4	-2	-10	2	-10	9	-1	7	-25
O=C1CC(N2CCN(c3ccccc3)CC2)C(=O)N1c1cccc(Br)c1 (stereo not given)	-2	-6	-14	-4	5	5	-2	8	6	-12	-31
O=S(=O)(Nc1ccc(F)cc1)c1ccc(NC(=S)Nc2ccccc2)cc1	12	6	14	-4	-8	-3	-3	-6	-13	-9	-1
COC(=O)Nc1ccc(S(=O)(=O)Nc2cccc3ccccc23)cc1	0	-18	11	-7	42	-1	-7	23	-2	9	15
COC(=O)C(CC(=O)c1ccc(Br)cc1)n1nc(C)cc1C (stereo not given)	37	-4	-16	-8	-16	-1	37*	-10	-14	-7	-9
Cc1cc(C)n(C(=O)c2ccc(Cl)c(F)c2F)n1	0	-4	-24	5	-10	1	-2	15	8	7	9
C[C@H]1[C@H](C)CC[C@]2(C)CC[C@]3(C)C(=CC(=O)C4[C@@]5(C)CC[C@H](O)C(C)(C)C5CC[C@]43C)[C@H]12 (stereo not given in full)	-5	-10	2	-19	10	-4	-7	25	1	-3	21
CN(Cc1cccnc1)C(=O)c1cc(S(=O)(=O)Nc2ccccc2F)ccc1Cl	-4	-1	-4	7	-15	-14	6	12	-3	9	20
O=C1/C(=C\c2ccc(C(F)(F)F)cc2)CSc2sccc21	0	5	13	2	-37	-10	3	-36	-22	-6	17
CC(C)(C)C(=O)O/N=C(\N)c1ccc(-c2csnn2)cc1	-7	-56	-51	0	-56	6	-5	-24	-108	-153	-48
COc1ccc(-c2[nH]ncc2CNCCc2ncccc2C)cc1F	34	-11	3	-3	9	3	-1	-7	4	13	15
O=C(CN1CCN(c2ccccc2O)CC1)Nc1ccc([N+](=O)[O-])cc1Br	-3	17	2	2	5	0	12	27	6	-7	15
CC(NC(=O)c1cccc(S(=O)(=O)N(C)c2ccccc2)c1)c1cccnc1 (stereo not given)	1	1	16	7	4	0	-4	2	1	4	8
CCOC(=O)C1C(=O)CC(C)(O)C(C(=O)OCC)C1c1ccc(F)cc1 (stereo not given)	-3	1	-11	5	-6	8	-1	5	21	15	19
COc1ccccc1C(=O)NCC1(c2ccccc2)CCCC1	80*	20	13	2	16	11	-4	-21	18	3	28
CCOc1c2ccccc2nn1CCO	-10	-7	5	-5	-16	-21	5	-12	-2	7	-1
CCOc1cc(NC(=S)Nc2ccccc2OC)c(OCC)cc1NC(=O)c1ccccc1C	2	7	15	-1	1	-5	1	-6	0	18	15
COc1ccc(NC(=O)CCn2c(=S)[nH]c3ccccc3c2=O)cc1Cl	2	-26	-22	-2	-9	6	-8	-15	-18	-5	-22
CCc1c(C)c2cc(Cl)c(O)c(CN(C)C)c2oc1=O	-1	-1	-18	-6	15	-12	5	0	-54	1	-3
COc1ccc(C(=O)CC(=O)c2ccccc2O)cc1	0	-49	-18	1	-29	2	4	-11	-81	-104	-80
CCOc1ccc(-c2cnc3n2CCCCC3)cc1	5	-2	1	-4	19	-1	-2	2	3	-23	-17
CC(C)(C)c1cc(C(=O)N/N=C/c2ccco2)n[nH]1	-1	-34	-14	-7	0	1	3	-6	-41	-31	-40
Cc1nn(Cc2ccc(F)cc2)c(C)c1NC(=O)c1cnn2cccnc12	-6	10	-10	0	8	-15	-10	24	-18	1	-24
COc1ccc(N2CCN(S(=O)(=O)c3c(C)[nH]c(C)c3C(=O)N3CCCC3)CC2)cc1	-5	-23	8	-8	2	6	-4	5	14	-17	-7
COc1ccc(-c2cn(Cc3ccc(C(N)=O)cc3)c(-c3ccc(Cl)nc3)n2)cc1	-3	-23	-26	4	-34	3	4	-20	-68	-45	-81
CSc1nsc(SCc2cnc(C)nc2N)n1	2	7	9	-4	-9	2	-3	-10	-44	-2	17
O=C(O)c1ccccc1-c1ccccc1C(=O)Nc1ccc2c(c1)C(=O)c1ccccc1-2	-10	-13	-10	2	16	-17	0	2	11	2	-1
COc1cc(OC)cc(-c2c(C#Cc3ccsc3)c3cc(-c4cc(OC)c(OC)c(OC)c4)ccc3n2C)c1	-3	-7	2	-13	-29	8	-8	-33	-3	15	14
CC1=CCC2C(=O)N(c3ccc(C(=O)Nc4ccccc4Cl)cc3)C(=O)C2C1 (stereo not given)	-5	-5	-16	7	1	10	4	14	-8	-2	-10
COc1ccc(C2CC(=O)C3=C(C2)Nc2ncnn2C3c2ccccc2C)c(OC)c1 (stereo not given)	1	-11	-10	-15	10	1	0	16	15	-3	9
Cc1cc(C)n(-c2ccc(C(=O)N3CCN(S(=O)(=O)c4cccc(Br)c4)CC3)cc2)n1	2	7	25	3	14	4	13	26	2	7	20
O=C1c2ccccc2C(O)(Cc2ccccc2)N1c1ccc2c(c1)OCO2 (stereo not given)	1	-1	2	4	9	9	-6	-8	-1	5	24
CN(C)C(=S)Nc1ccc(Br)cc1Cl	-3	4	3	-5	3	2	-5	-1	-14	-4	15
COc1ccc(N(C(=O)c2ccncc2)S(=O)(=O)c2ccccc2)cc1	-2	-7	8	5	18	0	-1	14	2	-1	16
O=C(CSc1ncn(-c2ccccc2)n1)N1CCc2ccccc21	0	-23	-3	3	-15	2	-4	8	-6	-2	-41
CCOc1ccc(CCNC(=O)COC(=O)c2cccc(S(=O)(=O)N(C)C)c2)cc1OCC	5	-12	-2	7	10	-13	9	-2	-3	31	-9
CN(Cc1ccon1)C(=O)CC1C(=O)NCCN1Cc1cccc(F)c1F (stereo not given)	1	-1	-20	7	-21	2	0	-2	-15	8	13
COc1ccc(NC(=O)CSc2nc3c(c(-c4cccs4)c2C#N)CN(C)CC3)cc1OC	-2	13	7	8	21	4	2	4	-6	-2	-10
COc1ccc(CCC(=O)OCC(=O)NC(=O)c2ccc(Cl)cc2)cc1	0	-6	-2	1	15	9	-3	6	5	0	9

High-throughput results deposited in PubChem by several laboratories.
